Screening data as filed in PubChem.
TNF death inh: inhibitors of TNF-alpha induced necroptosis in Jurkat FADD-/- cells | hit rate 0.068% among 220,000 | activation (protection from cell death), % at 10 µM | Jurkat FADD-/- TNF necroptosis rescue, ATP luminescence, 24 h; 0 = TNF only, 100 = no-TNF cells;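 active = activation, meaning protection from cell death, of at least 50% relative to plate controls; inactive = activation below 50%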;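 note: necroptosis triggered by 40 ng/mL TNF-alpha added together with compound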
EBV gp42 inh: inhibitors of Epstein-Barr virus glycoprotein 42; inhibition, % (tested at 21.74 µM); Fluorescence polarization binding assay, mP read-out; hit rate 0.42% among 220,000; AID 1085; Q1HVG2; in the data active = inhibition above about 50%
Target sequence (Q1HVG2 whole entry, looked up): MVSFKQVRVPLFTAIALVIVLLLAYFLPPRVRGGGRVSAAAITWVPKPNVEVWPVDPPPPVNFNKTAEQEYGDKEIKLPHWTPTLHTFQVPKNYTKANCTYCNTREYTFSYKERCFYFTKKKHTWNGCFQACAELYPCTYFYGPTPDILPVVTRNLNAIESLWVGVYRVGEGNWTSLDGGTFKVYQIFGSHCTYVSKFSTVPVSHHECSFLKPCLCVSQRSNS
Runt-SMMHC FRET: blocks binding of human RUNX1 Runt domain to CBFb-SMMHC | Cerulean-Runt/Venus-CBFb-SMMHC FRET ratio 530/480, 1 h | inhibition, % at 20 µM | hit rate 0.74% among 220,000 | AID 1434;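 active = mean inhibition across duplicate retests at 20 µM reaching about 50%, limit read from the data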;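 note: 0% = DMSO wells and 100% = wells with excess untagged CBFb-SMMHC; inhibitors lower the FRET ratio by blocking Runt binding to CBFb-SMMHC; some results filed as inactive read as strong as hits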
CHOP inh: inhibitors of CHOP induction in ER stress response | CHO-K1 CHOP-promoter luciferase, tunicamycin-induced, 15-18 h | inhibition, % at 10 µM | hit rate 3.8% among 220,000;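 active = compounds that reduced the stress-induced luciferase reporter signal by more than about 70% of percent inhibition, limit read from the data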;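 note: 0% = tunicamycin plus vehicle and 100% = wells without tunicamycin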
TRPML3 ag: activates the human TRPML3 channel | HEK293 TRPML3-YFP, Fluo-8 calcium fluorescence; 100% = the carbachol control signal | activation, % at 3 µM | hit rate 0.29% among 220,000 | AID 1448;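 active = activation above its plate's cutoff, the mean activation of the plate's test wells plus 3 SD, cut at about 12% in these data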;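 note: 0% = DMSO only wells and 100% = carbachol wells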
Target sequence (Q8TDD5 whole entry, looked up): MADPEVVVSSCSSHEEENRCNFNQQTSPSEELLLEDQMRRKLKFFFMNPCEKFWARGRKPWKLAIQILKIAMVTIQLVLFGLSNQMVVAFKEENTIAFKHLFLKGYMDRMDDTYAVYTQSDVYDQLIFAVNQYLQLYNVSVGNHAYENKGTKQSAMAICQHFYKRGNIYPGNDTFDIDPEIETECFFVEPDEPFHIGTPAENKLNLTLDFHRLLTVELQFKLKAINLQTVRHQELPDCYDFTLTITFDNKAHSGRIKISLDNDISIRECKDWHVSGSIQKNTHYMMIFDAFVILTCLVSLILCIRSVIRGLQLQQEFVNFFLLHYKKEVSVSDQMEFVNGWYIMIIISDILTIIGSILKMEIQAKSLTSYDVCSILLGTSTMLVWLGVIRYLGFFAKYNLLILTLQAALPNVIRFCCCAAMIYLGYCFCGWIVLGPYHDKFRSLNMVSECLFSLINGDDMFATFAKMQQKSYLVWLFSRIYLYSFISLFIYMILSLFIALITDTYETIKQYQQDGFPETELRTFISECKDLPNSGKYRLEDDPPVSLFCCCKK
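Material: HEK293 cells stably carrying human TRPML3-YFP; compound dosing: single dose, 3 µM final nominal compound, 0.3% DMSO final; incubation: 1-h 37 °C dye load, 5-s basal, 120-s post-compound reads; technique: Fluo-8 intracellular calcium fluorescence, excitation 470-495 nm, emission 515-575 nm; read-out basis: percent activation from peak-to-basal fluorescence ratio, scaled between DMSO and carbachol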
NCF1 inh: inhibitors of human p47phox binding; hit rate 0.53% among 220,000; P14598; p47phox/p22phox peptide binding, fluorescence polarization, 2 h; AID 1274; inhibition, % at 24.7 µM;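 active = inhibition above about 30%, limit read from the data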;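 note: 0% = p47phox with labelled peptide and 100% = labelled peptide alone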
PPC-1+TRAIL kill: kills PPC-1 cancer cells in the presence of TRAIL. hit rate 0.41% among 220,000. PPC-1 cells + TRAIL, ATPLite viability luminescence. AID 1443. cell killing (% activity), % at 4 µM;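 active = cell killing above 50% in the first pass at 4 µM, then a duplicate retest at 5 µM averaging 50% or more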;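 note: plate controls were cells with TRAIL plus DMSO for no effect and medium-only wells lacking cells for full effect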
Mdm2 ligase inh: Mdm2 E3 ligase (human) inhibition. hit rate 0.11% among 210,000. AID 1230. Q00987. cell-based MDM2 ubiquitination luciferase reporter, 2 h; 0 = plate control, 100 = twice control, blank-subtracted. signal enhancement, % at 5 µM;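 active = signal enhancement of 30% or more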;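 note: luminescence tracks abundance of the self-degrading MDM2-luciferase fusion protein; higher signal means inhibition of MDM2 E3 ligase activity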
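Test system: mammalian cells stably expressing self-ubiquitinating, self-degrading MDM2 E3–luciferase fusion; Amount: 2000 cells in each well; Medium: DMEM; Schedule: 4 h settle plus 2 h compound, 37 °C; Technique: SteadyLite luciferase luminescence after 15 min room-temperature reagent incubation; Benchmarks: plate control and blank wells.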
TRPN1 ag: activates the zebrafish TRPN1 channel; activation, % at 3 µM; HEK293 zebrafish TRPN1-YFP, Fluo-8 calcium fluorescence; 100% = response to 87 µM carbachol; hit rate 0.18% among 220,000; AID 1424;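 active = activation above its plate's cutoff, the mean activation of test wells on that plate plus 3 SD, cut at about 19% in these data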;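 note: 0% = DMSO alone and 100% = 87 µM carbachol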
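Material: zebrafish TRPN1-YFP in HEK293 cells. Doses: one dose of 3 µM, 0.3% DMSO. Incubation: dye 1 h 37 °C plus 30 min RT. Measured by: intracellular calcium fluorescence with Fluo-8.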
The depositor's hits bear a star; x = no result given.

SMILES | TNF death inh | EBV gp42 inh | Runt-SMMHC FRET | CHOP inh | TRPML3 ag | NCF1 inh | PPC-1+TRAIL kill | Mdm2 ligase inh | TRPN1 ag
COc1cccc(CNS(=O)(=O)c2cccc(S(=O)(=O)N3CCOCC3)c2)c1 | 1.5 | -7.2 | 1.5 | 34.9 | 0.7 | -14.4 | 13.5 | -7.3 | 0.0
O=C(Cn1cc(C(=O)c2ccco2)c2ccccc21)Nc1ccccc1F | 1.5 | -14.0 | 1.8 | 17.1 | 0.8 | 3.3 | 1.4 | 8.3 | 1.5
CCC(=O)N1CCC2(CC1)Oc1ccc(F)cc1C(=O)C21CC(c2ccc(Cl)cc2)=NO1 (centres undefined) | 3.0 | -8.0 | 0.9 | 18.6 | x | -14.7 | -10.1 | -1.7 | x
Cc1cccc(-n2cnc3cc(C(=O)N4CCc5ccccc54)ccc32)c1 | 1.1 | 1.7 | -5.7 | 28.8 | -0.5 | -8.7 | 12.7 | 12.1 | -0.6
O=C(NCc1ccco1)c1cc2n(n1)C(C(F)(F)F)CC(c1ccc(Br)cc1)N2 (centres undefined) | -2.6 | -3.8 | -17.3 | 76.6* | 0.7 | -4.2 | -2.8 | -4.8 | 1.8
Cc1ccc(NCC(=O)Nc2cccc(S(=O)(=O)N(C)C)c2)c(Cl)c1 | 4.5 | -3.0 | 3.1 | 29.1 | 0.0 | -15.4 | 20.9 | -3.5 | 2.6
Cc1nc(NC(=O)/C=C/c2ccc(Cl)cc2Cl)sc1C(=O)N(C)C | 1.3 | 16.3 | -8.0 | 84.6* | 0.8 | -3.4 | -9.5 | x | 1.4
CCc1nc(SCC(=O)Nc2ccc3c(c2)OCCO3)c2oc3ccccc3c2n1 | -6.2 | -8.1 | -10.5 | -36.6 | -0.1 | 38.5* | -11.0 | -7.0 | 1.5
O=C(CN1CCN(c2ccc(Cl)cc2)CC1)NCc1cccs1 | 1.2 | -9.8 | -1.4 | -1.2 | 1.9 | -1.2 | 7.8 | -0.7 | 1.2
CC(C)OP(=O)(c1ccc(N(C)C)cc1)C(Nc1ccccc1)c1ccccc1 (centres undefined) | -0.7 | -14.9 | -1.0 | -22.5 | -1.6 | -9.0 | 20.6 | -11.8 | -4.2
Clc1ccc(/C=N/N2CCCCC2)cc1 | 2.4 | -13.4 | -1.2 | -32.0 | 0.7 | -10.8 | 21.4 | -10.4 | 2.5
COc1ccc(NC(=O)c2ccc(NCCN3C(=O)CCC3=O)c([N+](=O)[O-])c2)cc1 | -0.5 | 21.8 | -1.5 | -30.0 | 1.4 | 1.1 | 6.1 | -12.0 | 2.2
COc1ccc(/C=N/Nc2ccccn2)cc1OC | 53.5* | -8.7 | 0.3 | -17.6 | 0.3 | 22.6 | 11.1 | -11.6 | 1.1
C=C(C)C(=O)Nc1cccc(C2=NOC3(C2)C[C@@H](C(N)=O)N(C(=O)c2ccc(Cl)cc2)C3)c1 (some centres undefined) | 3.2 | -29.1 | 1.4 | -12.7 | x | -12.4 | 3.9 | -0.9 | x
O=C(O)c1ccc(Oc2cccc([N+](=O)[O-])c2)cc1C(=O)O | -1.7 | -8.4 | -4.7 | 15.5 | 0.0 | -3.6 | 15.3 | 1.3 | 0.0
Cc1nc(=O)c(-c2ccccc2)c(C)n1CCCCCC(=O)O | -0.2 | 16.7 | 0.5 | 0.2 | 0.4 | 0.1 | -17.6 | -7.3 | 0.1
COc1ccccc1N1CCN(C(=O)CSc2nnc(-c3ccoc3C)o2)CC1 | 1.1 | -21.5 | -27.3 | 4.9 | 0.6 | -7.3 | -2.2 | -4.5 | 0.3
COc1cc(NC(=S)NC(=O)C(C)C)ccc1NC(=O)c1cc2ccccc2o1 | 1.3 | -5.7 | 2.2 | 2.5 | 1.1 | -7.5 | 22.9 | -16.8 | 1.4
CCOC(=O)CC1C(=O)NCCN1C1CCCC1 (centres undefined) | 1.8 | 7.0 | -1.7 | -22.1 | 0.1 | 3.2 | -5.1 | -0.9 | 0.0
CN1CCC(OC(=O)C23CCC(C)(C(=O)O2)C3(C)C)CC1 (centres undefined) | 0.9 | -13.9 | -3.1 | -2.2 | 0.5 | -4.2 | 23.6 | -13.2 | -0.3
O=C(NNS(=O)(=O)c1ccc(Br)cc1)NC1CCCCC1 | 1.6 | 6.7 | 1.8 | -13.1 | 0.0 | 5.2 | 15.7 | 3.0 | 0.9
COc1ccc(CCn2c(=S)[nH]c3ccc(N4CCOCC4)cc3c2=O)cc1OC | 3.9 | 0.4 | -7.3 | 21.1 | -0.1 | -9.2 | 19.0 | -4.4 | -1.3
c1coc(-c2nnc(SCc3cn4ccccc4n3)o2)c1 | -1.5 | -7.4 | 1.5 | 9.2 | 0.0 | -4.0 | 17.2 | -5.0 | 0.0
CC(C)Cn1c(CN2C(=O)c3ccccc3C2=O)nc2ccccc2c1=O | -2.1 | -21.6 | 0.7 | 25.1 | 0.8 | -6.0 | -3.8 | -19.6 | -0.3
Cc1cc(C)n(C(=O)c2ccncc2)n1 | -0.6 | -10.2 | 2.9 | 31.0 | 0.7 | -4.1 | 13.2 | -16.8 | -0.1

Just PPC-1+TRAIL kill, for 3 of the compounds above:
SMILES	PPC-1+TRAIL kill
COc1ccc(/C=N/Nc2ccccn2)cc1OC	11.1
C=C(C)C(=O)Nc1cccc(C2=NOC3(C2)C[C@@H](C(N)=O)N(C(=O)c2ccc(Cl)cc2)C3)c1 (some centres undefined)	3.9
O=C(O)c1ccc(Oc2cccc([N+](=O)[O-])c2)cc1C(=O)O	15.3

(further entries)
SMILES | TNF death inh | EBV gp42 inh | Runt-SMMHC FRET | CHOP inh | TRPML3 ag | NCF1 inh | PPC-1+TRAIL kill | Mdm2 ligase inh | TRPN1 ag
Cc1ccc(C(=O)NCCCNc2ccc(C(F)(F)F)cc2[N+](=O)[O-])cc1 | 1.0 | -45.0 | -33.6 | 33.1 | 0.5 | -4.1 | 5.5 | 3.1 | 0.6
Brc1ccc(-c2csc(NNC3=NCCCCC3)n2)cc1 | -4.9 | -6.4 | 14.7 | -13.2 | 0.7 | -1.4 | 11.7 | -20.1 | -0.1
Cc1ccc2c(c1)nnn2C1CCN(C(=O)C23CC4CC(CC(C4)C2)C3)CC1 | 1.0 | -4.6 | 2.6 | 25.3 | -0.3 | -6.9 | 14.1 | x | 0.0
CCOc1cnc(-c2ccc(Cl)cc2)o1 | -3.0 | -9.9 | -3.1 | -6.8 | 1.4 | 7.3 | 14.0 | 4.4 | -1.0
CCN(CC)C1CCN(C(=O)c2cc(COc3ccc(F)cc3Cl)on2)C1 (centres undefined) | 1.3 | -12.0 | 3.8 | 7.0 | 0.8 | -7.5 | 1.5 | 0.1 | 0.9
CCOC(=O)c1ccc(NC(=S)N2CCSC2c2ccc(OC)cc2)cc1 (centres undefined) | 1.2 | -4.6 | 0.9 | 29.1 | 1.8 | -15.2 | 12.1 | 8.4 | 4.6
CN1CCN(S(=O)(=O)c2ccc(Br)s2)CC1 | 1.4 | -15.6 | 2.2 | 12.3 | -0.8 | -10.1 | -6.2 | -20.4 | -0.1
C=CCOc1ccccc1/C=c1\sc2nc(=O)c(C)nn2c1=O | -5.6 | -7.9 | 4.4 | 51.5 | 0.5 | -24.9 | 0.2 | 4.0 | -0.1
O=C(NC1CCCCC1)Sc1ccc(Cl)cc1 | -6.4 | -15.9 | 25.9 | -7.7 | 0.1 | -7.1 | 28.5 | -2.5 | 1.3
O=C(CSc1ccccn1)N1CCc2ccccc21 | 2.0 | -28.8 | 13.5 | -6.9 | 0.2 | 0.5 | 25.0 | -21.6 | -1.7
O=C(COC(=O)Cn1cnc2ccccc2c1=O)Nc1ccc(Cl)c(C(F)(F)F)c1 | 1.4 | -20.4 | -2.8 | 3.5 | 0.9 | -7.6 | 23.4 | 2.8 | 0.0
Cc1cc(Cl)c(S(=O)(=O)NCc2ccncc2)cc1OCC(N)=O | -1.8 | 10.9 | -0.4 | -19.0 | 0.3 | -2.0 | 4.5 | -10.9 | -0.1
CCN(CC)S(=O)(=O)c1ccc(N2CCOCC2)c(NC(=O)Cc2cccc3ccccc23)c1 | 3.5 | -17.7 | -5.0 | 54.7 | 0.6 | -19.1 | 2.4 | 10.6 | -4.0
Cc1cccc(Nc2nc(N)nc(-c3oc4ccccc4c3C)n2)c1 | -11.0 | -15.3 | -2.9 | 12.0 | -0.1 | -29.1 | 2.6 | -3.9 | 0.9
COc1ccc(CCNC(=O)CSc2nnc3ccccn23)cc1 | -0.8 | -18.9 | 0.3 | 5.2 | 0.8 | -10.6 | -22.1 | -18.8 | 1.0
COc1cc(/C=N/n2nnnc2Nc2ccccc2)cc(OC)c1OC | 1.2 | -10.8 | 1.9 | -5.4 | -0.4 | -7.8 | 20.4 | 1.3 | 1.6
Cc1ccc(COc2ccc(/C=N/O)cc2)cc1 | -2.2 | -0.9 | 1.9 | 17.4 | 0.2 | -3.6 | 9.3 | -29.3 | -1.7
CCOC(=O)COn1c(=O)c(=O)n(OC)c2ccccc21 | -10.6 | -1.7 | -4.1 | 9.2 | 0.4 | -21.3 | 9.5 | -8.3 | 0.4
Cc1nonc1NC(=O)CSc1nnc(-c2ccoc2C)n1-c1cccc(Cl)c1 | -1.2 | -5.3 | 1.7 | 10.5 | 0.3 | -3.0 | 23.5 | 0.3 | -0.6
Cc1cc(OCCOc2cccc3cccnc23)cc(C)c1Cl | 2.0 | -19.6 | -5.6 | 74.7* | 1.1 | -1.4 | 7.2 | -1.0 | -1.7
CCOC(=O)N1CCN(c2cc(N3CCN(CC)CC3)c(F)cc2[N+](=O)[O-])CC1C (centres undefined) | -8.0 | -2.2 | -0.8 | 11.3 | 1.4 | -4.3 | 29.6 | -12.3 | 0.4
CCCN(CCC)C(=O)CSc1nc2n[nH]c(C)c2c(=N)n1-c1ccc(OCC)cc1 | -5.1 | -10.4 | -9.0 | 34.4 | 0.0 | -0.7 | 13.7 | -6.8 | -1.8
C=CCN1C(c2ccccc2)=CS/C1=C(\C#N)c1nnc2n1CCCCC2 | -0.7 | -23.1 | -3.5 | -3.8 | 0.0 | -10.2 | 2.6 | 6.4 | 1.4
O=C(CSCc1ccco1)Nc1cc(C(F)(F)F)ccc1N1CCOCC1 | 0.2 | -11.6 | 13.5 | 26.0 | -0.3 | -21.6 | 10.4 | -7.8 | -1.5
CCc1cc2c(-c3ccccc3)cc(=O)oc2c(CN2CCOCC2)c1O | -0.7 | 16.4 | 65.0 | 50.6 | 1.0 | -5.1 | -0.7 | -17.1 | -0.2
CCC(CC)NC(=O)c1cc(OC)c(OC)c(OC)c1 | 1.0 | -1.0 | 0.3 | -23.3 | 1.1 | 2.2 | -10.9 | -10.4 | 0.6
